SRC1 TRFRET art = TR-FRET detection interference compounds, primary screen, artefact control for PPARgamma SRC-1 recruitment agonists, biochemical, TR-FRET emission ratio | TR-FRET detection artefact counter-screen; hits give high values | TR-FRET ratio at 8 µM | 99,000 compounds, 0.34% hits | AID 1051, 2008; in the data active = TR-FRET ratio above about 2300; also: inactives centre near 1800
SRC3 TRFRET art = TR-FRET detection interference compounds, artefact control for PPARgamma SRC-3 recruitment agonists, biochemical, TR-FRET ratio; TR-FRET artefact counter-screen, PPARgamma/SRC-3 format; hits give high values; TR-FRET ratio at 8 µM; 99,000 compounds, 0.39% hits; in the data active = TR-FRET ratio above about 2000; also: inactives centre near 1600
The depositor's hits bear a star. Compounds were not picked by outcome, and some 0.65% of all compounds hit somewhere here.

SMILES	SRC1 TRFRET art	SRC3 TRFRET art
O=C(CCC(=O)c1ccccc1)NCCc1c[nH]c2ccccc12	2069	1640
Cc1ccc(Cn2cccc2/C=N/NC(=S)Nc2ccc(C)cc2)cc1	2025	1687
CC(C)CCC(CCN1CCOCC1)c1ccc2c(c1)OCO2 (stereo unspecified)	1710	1657
COc1ccc(OCCNS(=O)(=O)Cc2ccccc2)cc1	1935	1648
Cc1nc(/C(N)=N/OC(=O)Cc2ccccc2)no1	1721	1501
COc1ccc2cc(C(=O)Nc3ccc(S(N)(=O)=O)cc3)sc(=O)c2c1OC	1815	1586
O=C(c1ccc(Br)cc1)c1sc(N2CCOCC2)nc1-c1ccccc1	2046	2783*
O=C(CNC(=O)c1ccc2c(c1)OCCO2)N/N=C/c1cccc(Br)c1	1952	1740
Cc1c(C(=O)O)sc2nc(SCC(=O)Nc3ccc(S(=O)(=O)NC(C)(C)C)cc3)[nH]c(=O)c12	1875	1671
Cc1ccc(N=C2NC(=O)/C(=C\c3ccc(C)s3)S2)cc1	1746	1483
Cc1ccc(CNC(=O)CCCNS(=O)(=O)c2cccc3nonc23)cc1	1729	1550
CC(C)CCNC1=CC(=O)CC(c2ccccc2)C1 (stereo unspecified)	1884	1618
Cc1ccc(-n2[nH]c(C)c(C=Nc3ccc4[nH]c(=O)[nH]c4c3)c2=O)cc1	1799	1593
Nc1nc(-c2ccccc2)c(C(=O)Nc2ccccc2)s1	1653	1602
CC(C)(C)c1ccc(OCc2ccc(C(=O)N/N=C3\CC4CC=CC34)cc2)cc1 (stereo unspecified)	1680	1397
Cc1nn(C)cc1C(C(=O)NC1CCCCC1)N(C(=O)c1cnccn1)c1ccc(Oc2ccccc2)cc1 (stereo unspecified)	1864	1557
CC(=O)Nc1nonc1-n1nnc(C(=O)NCc2ccccc2)c1C	1722	1579
CCOc1ccc(NC(=O)c2ccccn2)cc1	1726	1639
C/C(N)=C(/C#N)C(=O)COC(=O)C1CCN(C(=O)c2ccc(Cl)cc2)CC1	1879	1499
Cc1ccc(CN2CCN(/N=C/c3ccc(C(=O)O)cc3)CC2)c(C)c1	1557	1781
COc1ccc(-c2cc(C(F)(F)F)nc(SCC(=O)Nc3ccc4c(c3)OCO4)n2)cc1	1496	1479
CCc1nc(C)cn1S(=O)(=O)c1cc(F)ccc1OC	1933	1456
Nn1c(COc2cccc(Cl)c2)nc2ccccc2c1=O	1884	1488
c1ccc2c(c1)NCCS2	1855	1740
CCCCCc1ccc(OCCCC[n+]2ccc(C)cc2)c(CCCCC)c1	2111	1596
COc1ccc(C(=O)N2CCN(c3ccc(C)cc3C)CC2)cc1OC	1793	1618
O=C(N/N=C/c1cn(-c2cccs2)nc1-c1ccccc1)c1ccccc1Cl	1757	1635
O=C1CS/C(=N/N=C2C3CC4CC(C3)CC2C4)N1	1736	1506
CCOC(=O)C1(Cc2ccccc2)CCN(Cc2cn[nH]c2-c2ccccc2)CC1	1646	1795
COc1cc(C(=S)N2CCN(c3cccc(Cl)c3)CC2)ccc1O	1849	1543
O=C(Nc1ccc2c(c1)OCO2)C1CC(=O)N(CCc2ccccc2)C1 (stereo unspecified)	1669	1544
CC1(C)CC(=O)C2=C(C1)OC(N)=C(C#N)C2c1cc2c(cc1[N+](=O)[O-])OCO2 (stereo unspecified)	1812	1630
COc1ccccc1N(CC(O)Cn1ccnc1C)S(=O)(=O)c1ccccc1 (stereo unspecified)	1809	1434
O=C(NCC1CCCO1)NC12CC3CC(CC(C3)C1)C2 (stereo unspecified)	1619	1550
O=C1N=c2ccccc2=C1c1[nH]c(=S)[nH]c1O	1682	1390
NC(CCC(=O)O)C12CC3CC(CC(C3)C1)C2 (stereo unspecified)	1928	1631

Four entries from above in another layout:
CCc1nc(C)cn1S(=O)(=O)c1cc(F)ccc1OC
  SRC1 TRFRET art = 1933	SRC3 TRFRET art = 1456

O=C1CS/C(=N/N=C2C3CC4CC(C3)CC2C4)N1
  SRC1 TRFRET art = 1736	SRC3 TRFRET art = 1506

CC(=O)Nc1nonc1-n1nnc(C(=O)NCc2ccccc2)c1C
  SRC1 TRFRET art = 1722	SRC3 TRFRET art = 1579

COc1ccc(-c2cc(C(F)(F)F)nc(SCC(=O)Nc3ccc4c(c3)OCO4)n2)cc1
  SRC1 TRFRET art = 1496	SRC3 TRFRET art = 1479

Other records:
SMILES	SRC1 TRFRET art	SRC3 TRFRET art
Cc1ccc(Cl)cc1NC(=O)Cn1cc(C(F)(F)F)cc(Cl)c1=O	1748	1568
CCc1nc2ccc(C(=O)Nc3ccc(NC(C)=O)cc3)cc2nc1CC	2019	1796
CN(C)c1ccc(N2CC(C)(C)C2=O)cc1	1730	1857
COc1ccc(NC(=O)/C(C#N)=C/c2c(C)nn(-c3ccc(F)cc3)c2Cl)cc1OC	1774	1373
CCn1c(C(=O)NCc2ccccn2)cc2sccc21	1722	1556
COc1ccc(-c2nnn(CC(=O)N(CCO)C(C(=O)NC3CCCC3)c3ccncc3)n2)cc1 (stereo unspecified)	2013	1695
CCN(C(=S)NC(=O)CCc1ccccc1)c1ccccc1	1672	1559
O=C(Cn1nnc(-c2ccccc2)n1)N/N=C/c1cc([N+](=O)[O-])ccc1O	1713	1573
COc1ccc(NC(=O)n2nc(OC(=O)c3cccs3)cc2N)cc1	1835	1579
Cc1ccc(S(=O)(=O)N2CCCC2C(=O)Nc2ccc(O)cc2)cc1 (stereo unspecified)	1765	1707
Cc1ccc(-n2ncc(C(=O)Nc3cc(Cl)cc(Cl)c3)c2C2CCNCC2)cc1C	2101	1763
S=c1nc(C23CC4CC(CC(C4)C2)C3)nc2sccn12	2139	1772
CCn1cc(C2C3=C(CC(C)(C)CC3=O)N(c3ccccc3)C3=C2C(=O)CC(C)(C)C3)c(C)n1	1868	1617
Cc1cccc(N=N/C(=C\O)C(=O)c2ccc(Br)cc2)c1	1822	1744
O=C(O)/C=C/C(=O)Nc1ccc2nccnc2c1	1683	1670
COc1ccc(NC(=O)c2ccc(Cl)nc2)cc1S(=O)(=O)N1CCCCC1	1682	1457
CC1CCN(S(=O)(=O)c2ccc(C(=O)Nc3nnc(-c4ccccn4)o3)cc2)CC1	1892	1568
COc1ccc2c(c1)C1=C(CC2)C(c2ccc(C)cc2)NC(=S)N1 (stereo unspecified)	1931	1861
COc1cc(NC(=O)CSc2nccc(=O)[nH]2)c(C)cc1[N+](=O)[O-]	1995	1650
O=C(O)/C=C/C(=O)N1CCN(c2cccc(Cl)c2)CC1	1766	1499
COC(=O)c1oc(-c2ccccc2)nc1C	1666	1475
CCc1ccc(NC(=S)N(CCN2CCCCC2)Cc2ccco2)cc1	1711	1615
O=C(c1ccccc1)[C@@H]1[C@@H](C(=O)c2ccc(F)cc2)[C@@]2(C(=O)Nc3ccccc32)[C@H]2c3ccccc3C=CN12	1810	1564
CC1CN(C(=O)COC(=O)c2cc(Cl)ccc2Cl)CC(C)O1 (stereo unspecified)	1814	1529
COc1cccc2cc(-c3nc4ccccc4o3)c(=O)oc12	2015	1599
NS(=O)(=O)c1ccc(CCNC(=O)CNS(=O)(=O)c2cccc(Br)c2)cc1	1599	1576
O=C(CSc1ccccn1)C12CC3CC(CC(C3)C1)C2	1816	1825
Cc1ccc(S(=O)(=O)c2c(C)nn(-c3ccccc3)c2OC(=O)c2ccco2)cc1	2118	1687
Cc1ccc(NS(=O)(=O)c2cc(NC(=O)c3ccc4c(c3)NC(=O)CS4)ccc2Cl)c(C)c1	1921	1565
CN(C)/C=C(\C#N)C(=O)N/N=C(\CC(=O)C(F)(F)F)c1ccco1	1644	1436
CCOc1ccc(NC(=O)c2cccc3c2C(=O)N(Cc2cccnc2)C3)cc1	1867	1439
CCn1c(C)nc2cc(C(=O)NNC(=S)Nc3ccc(Cl)cc3Cl)ccc21	1732	1824
CC(N)C12CC3CC(CC(C3)C1)C2 (stereo unspecified)	1799	1267
CCOc1cc(NC(=S)NCCCN2CCOCC2)c(OCC)cc1NC(=O)c1ccc(OC)cc1	1835	1552
CCOC(=O)C1CCCN(C(=O)CN2C(=O)C(CC)Oc3ccc(C)cc32)C1 (stereo unspecified)	1742	1536
CN(Cc1ccccc1)CC(O)COc1ccc(CNCc2ccc(Cl)s2)cc1 (stereo unspecified)	1347	1490

Copied from the list.
Under SRC1 TRFRET art, NC(CCC(=O)O)C12CC3CC(CC(C3)C1)C2 (stereo unspecified) has the entry 1928
Under SRC3 TRFRET art, c1ccc2c(c1)NCCS2 has the entry 1740
Under SRC3 TRFRET art, CCN(C(=S)NC(=O)CCc1ccccc1)c1ccccc1 has the entry 1559

Structures above containing a tert-butyl group (2):
SMILES	SRC1 TRFRET art	SRC3 TRFRET art
Cc1c(C(=O)O)sc2nc(SCC(=O)Nc3ccc(S(=O)(=O)NC(C)(C)C)cc3)[nH]c(=O)c12	1875	1671
CC(C)(C)c1ccc(OCc2ccc(C(=O)N/N=C3\CC4CC=CC34)cc2)cc1 (stereo unspecified)	1680	1397

New compounds follow:
SMILES	SRC1 TRFRET art	SRC3 TRFRET art
O=C1c2ccccc2-c2ncnc3c(N4CCOCC4)cc(N4CCOCC4)c1c23	2062	1643
Cc1cc(NC(=O)NC2CC(=O)N(c3ccc4c(c3)OCCO4)C2)no1 (stereo unspecified)	1770	1609
C=CCn1c[n+](CC(=O)c2ccc(Br)s2)c2ccccc21	1810	1423
CN1/C(=C\C(=O)c2cccnc2Cl)C(C)(C)c2ccccc21	1883	1627
Cc1cccc(-c2nc3ccccc3c(=O)n2NC(=O)c2cccnc2Cl)c1	1661	1628
COc1cccc(-c2nn(-c3ccccc3)cc2CNC(C)Cn2cncn2)c1 (stereo unspecified)	1726	1757
CN(C)C(=O)N1CCC(C(=O)NCc2cccs2)CC1	1508	1468
CC(C)(C)C(=O)NC(NC(=S)Nc1ccc(S(N)(=O)=O)cc1)C(Cl)(Cl)Cl (stereo unspecified)	1686	1444
Cc1cc([N+](=O)[O-])nn1Cc1ccc(F)cc1	1535	1205
O=C(C1=C(O)C(=O)N(CCc2ccccc2)C1c1ccncc1)c1cc2ccccc2o1 (stereo unspecified)	2514*	2106*
S=c1[nH]nc(Cc2cccs2)n1-c1cccc2ccccc12	1956	1610
O=C(Cc1ccc2c(c1)CCCC2)Nc1ccc2ccccc2c1	1663	1664
Cn1cnnc1Sc1ccc(C(=O)NCCC(c2ccccc2)c2ccccc2)cc1[N+](=O)[O-]	1581	1652
Nc1nc2nccc(-c3cccnc3)n2n1	1971	1575
Cc1cc(C)nc(SCc2ccc(C(=O)N/N=C3\CCCC(=O)C3)cc2)n1	1790	1592
COc1ccc2[nH]c3c(=S)nc[nH]c3c2c1	2593*	2527*
O=C1c2ccccc2-c2onc3ccc(N4CCCC4)c1c23	1679	1634
FC(F)(F)c1nnc2ccc(Sc3ccccn3)nn12	1703	1375
CCOc1ccc(-c2csc(/C(C#N)=C\c3ccc(O)c([N+](=O)[O-])c3)n2)cc1	1748	1615
CCOC(=O)C(Cc1ccccc1)C(=O)Nc1ccc(N(CC)CC)cc1 (stereo unspecified)	1919	1640
CCOC(=O)C1=C(C)NC(=S)NC1c1ccsc1 (stereo unspecified)	1967	1750
CC(OC(=O)CCc1nc(=O)c2ccccc2n1C)C(=O)NCc1ccc2c(c1)OCO2 (stereo unspecified)	1775	1616
NNC(=O)c1ccc(CSc2cccc3cccnc23)cc1	1667	1614
O=C1C2ON(c3ccccc3)C(c3cccnc3)C2C(=O)N1c1ccccc1 (stereo unspecified)	1916	1573
O=C(CSCc1ccc(F)cc1)NCc1ccc2c(c1)OCO2	1609	1524
CCN1CCN(c2cc(C)c3cc(NC(=S)NCCCN4CCc5ccccc5C4)ccc3n2)CC1	1815	1744
CCOC(=O)N1[C@@H]2C=C(C)[C@@H]2[C@@H]2[C@@H](C)C(=O)N21	1583	1366
COc1cc(C(=O)N2CCN(S(=O)(=O)c3cccs3)CC2)cc(OC)c1C	1905	1396
COc1ccc(NC(=O)NCCc2cccc(Cl)c2)cc1OC	2142	1591
Cc1cccc(NC(=O)CSc2c3c(nc4ccccc24)CCC3)n1	1807	1583
Cc1occc1C(=O)Nc1nnc(-c2cccs2)s1	1654	1773
CCCCCCN1C=CC=C/C1=C/C=C(C#N)C#N	1702	1599
COc1ccc(/C=C/CN2CCCC(C(=O)c3cc(F)ccc3F)C2)cc1 (stereo unspecified)	1834	1361
Cc1onc(C(=O)N2CCN(Cc3ccccc3)CC2)c1[N+](=O)[O-]	1760	1514
Cc1c(Br)c(C(=O)NCc2cc3cc(Cl)ccc3[nH]2)nn1C	1685	1495
Oc1ccc(/C=N/NC(=S)N2CCOCC2)cc1	1666	1362
CC(C)C[C@H]1C(=O)N2CCC[C@H]2[C@]2(O)O[C@](NC(=O)[C@@H]3C=C4c5cccc6[nH]c(Br)c(c56)CC4N(C)C3)(C(C)C)C(=O)N12 (stereo partly specified)	1634	1502
CCC/C=C(\CCC)C(NS(=O)(=O)c1ccc(C(F)(F)F)cc1)c1ccccc1 (stereo unspecified)	1896	1625
CCc1c(C)sc(NC(=O)/C=C/C(=O)O)c1C(N)=O	1665	1548
COc1ccc(-n2cnnc2SC(C)C(=O)Nc2cccc([N+](=O)[O-])c2)cc1 (stereo unspecified)	1546	1707
O=C(N/N=C/c1ccc(-c2ccccc2C(=O)O)o1)c1cccs1	1757	1475
CCOC(=O)c1c(C)c(C(=O)NCc2ccc3c(c2)OCO3)c(C)n1C	1873	1468
COc1ccccc1NC(=O)c1ccc(COc2ccc3c(c2)CCC3)cc1	1586	1569
CN1C(=O)S/C(=C/c2ccccc2OCc2ccc(C(=O)O)cc2)C1=O	1708	1394
O=C(CN(C(=O)Cn1nnc(-c2ccc(F)cc2)n1)c1cnc2ccccc2c1)NCC1CCCO1 (stereo unspecified)	1719	1404

Assay outcomes as filed in PubChem.
